Screening data deposited in PubChem BioAssay by National Center for Advancing Translational Sciences (NCATS).
NPSR antag = qHTS Assay for Antagonists of the Neuropeptide S Receptor: cAMP Signal Transduction. Potency, µM (highest dose often 38.3 µM), inactives show at the highest dose activity change, negative = inhibition, most hits filed as inhibitors. Q6W5P4. AID 1461, 2008. 220,000 tested, 1% active. CHO-NPSR cells, cAMP TR-FRET, antagonist mode; note: potency is the fitted concentration of half-maximal effect; % is set by controls: 0 for no effect and ±100 for the full control effect; nearly all actives have a fitted effect of over 50% in size; many of its hits are not listed in these tables
Tau FP inhib = qHTS for Inhibitors of Tau Fibril Formation, Fluorescence Polarization; Microtubule-associated protein tau (Homo sapiens), P10636; Potency, µM (doses to about 57.7 µM), for inactives: at the highest dose activity, negative = inhibition, hits mostly inhibitors; K18 P301L tau heparin fibrillization, Alexa594 FP, 6 h; AID 1468, 2008; 280,000 tested, 0.39% active; note: potency is the fitted concentration of half-maximal effect; % is set by controls: 0 for no effect and ±100 for the full control effect; nearly all actives have a fitted effect of over 55% in size
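Heparin (20 uM) drove fibril formation of recombinant tau K18 P301L, 15 uM unlabeled with 0.24 uM Alexa 594 label, for 6 hr at 37 C in 100 mM sodium acetate pH 7. Fluorescence polarization (555/632 nm) read 1 hr after 30 uM ThT.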
Epigenetic reg = Quantitative High-Throughput Screen for Regulators of Epigenetic Control. 280,000 tested, 0.2% active. murine LDR cells, GFP reporter derepression, 30 h. Potency, µM (highest dose often 53.9 µM), inactives show top-dose GFP activation, actives largely listed as activators; note: potency is the fitted concentration of half-maximal effect; % of control where 0% means no effect; nearly all actives have a fitted effect of over 60% in size
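Murine LDR cells carrying a silenced, genomically integrated CMV-driven GFP reporter were exposed to compound for 30 hours at 37 C. After PBS washes, GFP-positive cells (20–120 um objects) were counted by laser-scanning microplate cytometry.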
TRb-SRC2 inh = qHTS for Inhibitors of the Interaction of Thyroid Hormone Receptor and Steroid Receptor Coregulator 2. Thyroid hormone receptor beta (Homo sapiens), P10828. TRbeta-SRC2 peptide binding, fluorescence polarization; receptor liganded with 1 µM T3. Potency, µM (highest dose often 106 µM), without a hit: at the top dose activity change, negative = inhibition, usual class: inhibitors. 280,000 tested, 0.065% active. AID 1469, 2008;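 note: potency is the fitted concentration of half-maximal effect; plate controls were bound peptide for no effect and peptide without receptor for full effect; nearly all actives have a fitted effect of over 50% in size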
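Fluorescence polarization of 20 nM Texas Red SRC2 peptide (20-aa NR interaction domain) bound to 0.6 uM human TRb ligand-binding domain, with 1 uM T3, after 5 hr at ambient temperature; inhibition seen as decreased polarization.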
CBFb RUNX1 block = qHTS Assay for Compounds Blocking the Interaction Between CBF-beta and RUNX1 for the Treatment of Acute Myeloid Leukemia; Runt-related transcription factor 1 (Homo sapiens) + Core-binding factor subunit beta …; AlphaScreen CBFb-His/RUNX1-biotin binding, biochemical; Potency, µM (series often up to 59.8 µM), for the others: at the top dose activity, negative = inhibition, most hits filed as inhibitors; 230,000 tested, under 10 active; AID 1477, 2009; note: % of control where 0% means no effect
Target sequence (Q01196 whole entry, looked up): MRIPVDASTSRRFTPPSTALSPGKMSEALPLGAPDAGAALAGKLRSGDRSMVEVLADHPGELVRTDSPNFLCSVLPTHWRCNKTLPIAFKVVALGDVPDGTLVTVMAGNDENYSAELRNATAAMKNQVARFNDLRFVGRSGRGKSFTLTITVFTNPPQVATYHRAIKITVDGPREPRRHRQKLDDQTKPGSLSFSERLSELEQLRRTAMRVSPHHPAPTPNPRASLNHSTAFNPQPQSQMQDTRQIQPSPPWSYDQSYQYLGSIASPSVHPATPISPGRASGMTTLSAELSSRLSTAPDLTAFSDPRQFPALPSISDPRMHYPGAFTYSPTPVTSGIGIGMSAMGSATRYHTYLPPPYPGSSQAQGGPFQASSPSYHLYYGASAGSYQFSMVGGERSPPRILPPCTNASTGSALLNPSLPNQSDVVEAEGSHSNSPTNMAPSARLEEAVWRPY
Target sequence (Q13951 whole entry, looked up): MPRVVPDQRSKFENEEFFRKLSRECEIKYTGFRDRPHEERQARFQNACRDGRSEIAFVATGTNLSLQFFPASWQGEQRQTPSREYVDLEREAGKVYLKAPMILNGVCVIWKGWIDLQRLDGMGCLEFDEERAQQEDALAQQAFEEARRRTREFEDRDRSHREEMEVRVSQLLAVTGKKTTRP
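Proteins preincubated together for 20 min at RT before compound addition; 15 min later, nickel and streptavidin beads were added and left 90 min prior to AlphaScreen measurement.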
Tau fluor cs = Counterscreen qHTS for Inhibitors of Tau Fibril Formation, Fluorescence Polarization. 280,000 tested, 0.93% active. tau K18 P301L Alexa594 fluorescence, heparin fibrillization. Potency, µM (highest dose often 57.7 µM), without a hit: top-dose activity change, negative = decrease; note: potency is the fitted concentration of half-maximal effect; % is set by controls: 0 for no effect and ±100 for the full control effect; nearly all actives have a fitted effect of over 55% in size
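Human tau K18 P301L (15 uM unlabeled, 0.24 uM Alexa 594-labeled) in 100 mM sodium acetate pH 7 with 20 uM heparin, 6 hr at 37 C. ThT 30 uM added, 1 hr ambient; Alexa 594 FP and total fluorescence read at 555/632 nm.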
TexasRed fluor = Total Fluorescence Counterscreen for Inhibitors of the Interaction of Thyroid Hormone Receptor and Steroid Receptor Coregulator 2; 280,000 tested, 0.29% active; TRb/SRC2 Texas Red total fluorescence interference; AID 1479, 2009; Potency, µM (doses to about 106 µM), without a hit: at the highest dose fluorescence change, negative = quenching; active = well fitted curve in either direction with a large enough effect; inconclusive = small, poorly fitted or top-dose-only effect; note: potency is the fitted concentration of half-maximal effect; % is set by controls: 0 for no effect and ±100 for the full control effect
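Human TRβ ligand-binding domain (0.6 uM) and Texas Red SRC2 peptide (20 nM) in Tris buffer with 1 uM T3 and 5% DMSO were incubated with pinned compound for 5 hr at ambient temperature. Total fluorescence was computed as S + 2P (555/632 nm).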
GLA spleen mod = qHTS Assay for Inhibitors and Activators of Human alpha-Galactosidase From Spleen Homogenate; 240,000 tested, 0.008% active; AID 2107, 2009; Potency, µM (series often up to 80 µM), for inactives: at the top dose activity change, negative = inhibition, usual class: inhibitors; human spleen homogenate, 4MU-alpha-Gal fluorescence, 40 min; Alpha-galactosidase A (Homo sapiens), P06280;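 note: potency is the fitted concentration of half-maximal effect; 0% = enzyme with vehicle and -100% = no enzyme basal signal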
Target sequence (P06280 32-429 limits assumed): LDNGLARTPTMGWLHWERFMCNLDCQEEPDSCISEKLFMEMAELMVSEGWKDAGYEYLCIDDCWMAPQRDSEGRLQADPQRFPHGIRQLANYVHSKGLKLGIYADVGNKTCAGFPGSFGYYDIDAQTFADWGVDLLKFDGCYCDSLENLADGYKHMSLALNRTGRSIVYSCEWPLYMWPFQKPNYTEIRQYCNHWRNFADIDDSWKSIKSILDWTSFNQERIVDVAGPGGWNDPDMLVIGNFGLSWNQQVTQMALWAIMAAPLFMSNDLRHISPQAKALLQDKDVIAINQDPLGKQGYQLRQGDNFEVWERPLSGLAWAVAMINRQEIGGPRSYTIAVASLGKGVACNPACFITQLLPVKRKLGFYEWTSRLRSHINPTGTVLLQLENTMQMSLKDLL
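Human spleen homogenate (1 ug) as enzyme source, 4-methylumbelliferyl-alpha-D-galactopyranoside 1 mM final, citrate/phosphate pH 5.0 with 0.01% Tween-20. Compounds 40 min at 37C, NaOH/glycine stop; fluorescence Ex 365/Em 440, Hill-fit AC50.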
The depositor's hits bear a star; ? = inconclusive; . = not tested or not shown; [ ] = remark or other dose. Unless noted, calls come from the whole dose curve; as a rule, active = well fitted curve in the direction sought with a large enough effect; inconclusive = small, poorly fitted or top-dose-only effect, or another doubt; inactive = no such curve, though single readings can be large; an effect the other way counts as inactive or inconclusive. A portion of the library (hit frequency here may not be typical).

SMILES	NPSR antag	Tau FP inhib	Epigenetic reg	TRb-SRC2 inh	CBFb RUNX1 block	Tau fluor cs	TexasRed fluor	GLA spleen mod
COc1ccc(CCC(=O)NCCc2csc(-c3ccc(Cl)cc3)n2)cc1	.	6%	-1.7%	-12%	.	-7%	?	.
Cc1ccc(NC(=O)CNC(c2ccccc2)c2ccccc2)c(F)c1	-31%	1%	-1.3%	-3%	27%	-24%	-2%	-5%
O=C(O)CC(Cc1ccccc1)C(=O)Nc1ccc([N+](=O)[O-])cc1 (stereo not given)	9%	-3%	0.0%	3%	-6%	3%	-4%	5%
O=C(CN1CCOCC1)N1CCCc2ccccc21	7%	-2%	0.0%	-9%	0%	4%	-1%	-1%
Cc1nc(N)sc1-c1nnc(SCC(=O)Nc2nccs2)n1C	0%[46.1 µM]	-4%	-1.6%	-3%	13%	-2%	-5%	2%
CCCCC(=O)N1C/C=C\C(c2ccc(OC)cc2)N(Cc2ccc(F)cc2)C(=O)C1Cc1ccccc1 (stereo not given)	.	.	.	1%	13%	.	-1%	7%
COc1ccccc1N1CCN(C(c2ccc(Cl)cc2)c2nnc(-c3cccc(F)c3)o2)CC1 (stereo not given)	.	5%	0.6%	1%	.	-16%	1%	.
CN=C1N[C@H](c2ccccc2)N(c2ccccc2)S1	.	32µM*	-1.1%	-4%	9%[21.7 µM]	-16%	-2%	10%
Cc1cccc(-n2cnc3cc(C(=O)NC4CCCCCC4)ccc32)c1	.	?	6.0%	10%	.	-15%	-2%	.
Nc1nnc(SCC(=O)Nc2ccc(Cl)c(C(=O)O)c2)s1	15%	2%	-1.3%	-4%	4%	1%	0%	-5%
N/C(=N\OC(=O)Cc1cccc2ccccc12)c1ccccn1	-22%[46.1 µM]	1%	1.6%	-4%	1%	-11%	-8%	-15%
Cc1oc(-c2ccccc2Cl)nc1CN1CCCC1c1ccc(F)cc1 (stereo not given)	56%	-10%	0.3%	4%	-3%	-14%	-4%	-6%
Cc1ccc(-c2nn(-c3cccc(F)c3)cc2CNCc2cccnc2)o1	15%	-5%	-2.9%	3%	-11%	-14%	-1%	0%
Cc1ccc(NC(=O)c2nnn(Cc3cccc(C(F)(F)F)c3)c2N)c(C)c1	.	-5%	-2.5%	-1%	.	-17%	-2%	.
Cc1nnc(NC(=O)CSc2nc(C(C)C)nc3sc(C)c(C)c23)s1	-10%[46.1 µM]	-11%	-0.9%	1%	-1%	-9%	1%	-4%
O=C(C1COc2ccccc2O1)N(Cc1cccnc1)c1nc2c(Cl)cccc2s1 (stereo not given)	.	-4%	2.7%	4%	.	-9%	-2%	.
O=C1/C(=C\c2ccco2)SC(=S)N1Cc1ccccc1	-16%[46.1 µM]	-3%	0.0%	8%	?	?	-23%	-18%
C=CCn1c2ccccc2c2nnc(SCC(=O)OCN3C(=O)c4ccccc4C3=O)nc21	-20%[46.1 µM]	4%	-1.9%	11%	-2%	2%	-5%	2%
O=C(Nc1ccc(Br)cc1)c1csc(-c2ccncc2)n1	-26%	-9%	1.1%	-5%	-1%	3%	-6%	-9%
CCOc1ccc(N(C(C)C(=O)N/N=C(\C)C(C)(C)C)S(C)(=O)=O)cc1 (stereo not given)	8%	2%	1.1%	1%	-4%	-8%	-3%	-1%
CCn1c2ccc(F)cc2c2nc3ccccc3nc21	54%	-11%	-0.2%	-5%	?	-15%	-4%	-1%
O=C1CCCC2=C1C(c1ccc(O)cc1)c1c(ccc3ccccc13)N2 (stereo not given)	-6%	10%	-0.2%	1%	8%	?	-5%	?
CCOC(=O)CC(=O)CSc1nc(C)cc(C)c1C#N	2%[46.1 µM]	4%	-2.2%	0%	1%	0%	-4%	-15%
CCCCN(C)CCCNC(=O)Cn1ncc2c3ccccc3n(Cc3cccc(Cl)c3)c2c1=O	.	3%	3.8%	4%	.	-11%	-3%	.
O=C(NC1CCCCC1)C(c1ccc2ncccc2c1)N(Cc1ccccc1)C(=O)c1cccs1 (stereo not given)	?	-1%	-0.9%	-6%	3%	-9%	-1%	10%
CN(C(=O)Nc1ccccc1)C1CCCCC1	-7%	-4%	0.0%	0%	9%	-11%	-2%	4%
O=C(COc1ccc(S(=O)(=O)N2CCCC2)cc1Cl)NCc1ccc2c(c1)OCO2	-1%[46.1 µM]	12%	0.0%	7%	-6%	-16%	-8%	-4%
CCOC(=O)c1c(C)oc2nc(C)nc(NCC3CCN(Cc4ccccc4C)CC3)c12	.	-5%	11%	-2%	.	-4%	-2%	.
C=CCn1c(C)c(C(C)=O)c(N2CCN(c3ccccc3)CC2)nc1=S	-8%[46.1 µM]	?	5.7%	-1%	-23%	-27%	1%	-19%
O=c1c2cc(Br)ccc2nc2n1CCCCC2	-4%[46.1 µM]	-2%	-0.9%	-2%	3%	-3%	-1%	4%
CN(Cc1ccccc1)C(=O)c1ccccc1NC(=O)c1ccccc1	-3%[46.1 µM]	?	0.0%	-13%	1%	-9%	-2%	7%
COc1ccc(-n2c(=O)c3c4c(sc3n(Cc3ccc(F)cc3)c2=O)CN(C(C)=O)CC4)c(OC)c1	.	-11%	-2.5%	-16%[53 µM]	.	?	-96%[53 µM]	.
COc1ccc(/C=N/NC(=O)c2ccncc2)cc1CN1CCN(c2ccc(F)cc2)CC1	-55%	-13%	-3.6%	-5%	0%	-20%	-2%	5%
Cn1c(CN2CCCCC2)nc2cc(NC(=O)c3cccs3)ccc21	-17%[46.1 µM]	-2%	0.0%	18%	5%	-3%	3%	-4%
C#CCOC(=O)CCCNc1ccc([N+](=O)[O-])cc1[N+](=O)[O-]	-13%[46.1 µM]	-4%	-1.8%	1%	-10%	-15%	-9%	-2%
Cc1cccc(-n2c(SCc3ccc([N+](=O)[O-])cc3)nnc2-c2c[nH]c3ccccc23)c1	-43%	-8%	0.1%	0%	-5%	?	3%	-3%
COc1ccc(C2c3c(n(C)c4ccccc34)C(=O)N2CC(=O)Nc2c(C)cc(C)cc2C)cc1 (stereo not given)	.	-2%	-0.2%	-4%	.	2%	1%	.
N/C(=N\OC(=O)c1ccc2c(c1)OCO2)c1cccnc1	-24%	8%	-2.8%	1%[53 µM]	7%	8%	-2%[53 µM]	-7%
CCCCCOc1ccc(CN2CCOCC2)cc1Cl	-10%[46.1 µM]	8%	1.0%	-4%	4%	-1%	1%	11%
C=CCc1ccc(OCCOCCNCCOC)c(OC)c1	-4%[46.1 µM]	-12%	-0.9%	1%	0%	-17%	0%	-11%
COc1ccc(CCNC(=O)CSc2nc(O)c(CCC(C)C)c(=O)[nH]2)cc1OC	3%[46.1 µM]	0%	-1.2%	-13%	3%	-1%	-1%	6%
CN1C(=O)CC(N2CCC(c3nc4ccccc4s3)CC2)C1=O (stereo not given)	-2%[46.1 µM]	0%	1.0%	1%	15%	-5%	-4%	-9%
CC(=O)Nc1cc(NC(C)=O)c(CC(C)C)s1	-10%[46.1 µM]	0%	0.0%	-24%	-10%	0%	-1%	-21%
S=c1[nH]cc(-c2ccccc2)n1-c1ccccc1Cl	1%	4%	0.0%	1%	-19%	-2%	-1%	-1%
Cc1cccc(C(=O)OCc2cncs2)c1	7%	6%	0.3%	3%	0%	-1%	-1%	2%

Profiles as entered above.
Cc1cccc(-n2c(SCc3ccc([N+](=O)[O-])cc3)nnc2-c2c[nH]c3ccccc23)c1 across the screens: NPSR antag = -43%; Tau FP inhib = -8%; Epigenetic reg = 0.1%; TRb-SRC2 inh = 0%; CBFb RUNX1 block = -5%; Tau fluor cs = ?; TexasRed fluor = 3%; GLA spleen mod = -3%
COc1ccc(CCNC(=O)CSc2nc(O)c(CCC(C)C)c(=O)[nH]2)cc1OC across the screens: NPSR antag = 3%[46.1 µM]; Tau FP inhib = 0%; Epigenetic reg = -1.2%; TRb-SRC2 inh = -13%; CBFb RUNX1 block = 3%; Tau fluor cs = -1%; TexasRed fluor = -1%; GLA spleen mod = 6%

Further entries.
SMILES	NPSR antag	Tau FP inhib	Epigenetic reg	TRb-SRC2 inh	CBFb RUNX1 block	Tau fluor cs	TexasRed fluor	GLA spleen mod
C=CCn1cc(F)c(=O)n(CC=C)c1=O	10%	8%	-1.0%	-4%	-2%	2%	0%	-7%
O=C(NCCC1=CCCCC1)C1CCC(CNc2c(N3CCCC3)c(=O)c2=O)CC1 (stereo not given)	-1%	4%	-4.0%	-1%	6%	3%	0%	2%
Cc1c(NC(=O)c2cccc3c(Cl)cccc23)cccc1-c1nc2ccccc2o1	.	?	7.5%	6%	.	-12%	4%	.
CC(=O)Nc1ccc(S(=O)(=O)Oc2ccc(C(=S)N3CCCCC3)cc2)cc1	-7%	?	-0.9%	1%	-6%	?	-8%	-4%
Cc1cccc(C(=O)N[C@H](C(=O)OCC(=O)NC2CCS(=O)(=O)C2)C(C)C)c1 (stereo not given in full)	13%	-2%	-1.6%	-10%	?	-7%	-8%	-10%
O=[N+]([O-])c1ccc(S(=O)(=O)CC2CSc3nc4ccccc4n32)cc1 (stereo not given)	29%	-4%	0.0%	3%	-4%	-8%	1%	4%
CC(C)Sc1ncc(Cl)c(C(=O)Nc2ccc(S(=O)(=O)Nc3ncccn3)cc2)n1	.	0%	2.4%	0%	.	-1%	-4%	.
O=C(CNC(=S)N(CCCN1CCOCC1)Cc1cccs1)NC1CCCC1	5%	0%	1.5%	12%	3%	3%	0%	8%
COc1ccc(CNC(=O)CCCn2ccc3cc(S(=O)(=O)N4CCCC4)ccc32)cc1	.	5%	1.8%	-5%	.	-15%	0%	.
